Source: PubChem
Mm-Cpn inhibitor – M. maripaludis TRiC chaperonin inhibition; purified Mm-Cpn ATPase, ADP Transcreener TR-FRET; Potency, µM (top dose mostly 76.9 µM), for the others: top-dose activity, negative = inhibition, usual class: inhibitors; actives 0.031% (n = 330,000); also: potency is read from the fitted curve at half-maximal effect; % is scaled to controls: 0 for no effect and ±100 for the full control effect; nearly all actives have a fitted effect of over 80% in size
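Inhibition of chaperonin ATP hydrolysis is measured as reduced ADP production, detected by competitive TR-FRET in which signal falls with ADP. Final enzyme 25 nM and ATP 10 uM, reacted 30 min at 37°C.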
HEK293 tox – cytotoxicity in counter-screen for GLP-1R inverse agonists; HEK293 cAMP-luciferase reporter cells, luminescence, 24 h; Potency, µM (highest dose often 38.3 µM), for inactives: top-dose activity change, negative = inhibition, most hits filed as inhibitors; actives 0.13% (n = 410,000);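 also: loss of luciferase light is scored as toxicity; potency is read from the fitted curve at half-maximal effect; % is scaled to controls: 0 for no effect and ±100 for the full control effect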
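Seeding density was 200 cells/uL; after overnight-length (12 h) culture, 23 nL compounds went on for 24 h at 37 °C. Readout used a luciferase detection reagent, luminescence taken after 12 min at room temperature.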
aSyn yeast inh – rescues yeast growth from alpha-synuclein toxicity. actives 0.14% (n = 370,000). Potency, µM (titrated, usually from 46.1 µM), for the others: at the top dose growth rescue (activation), most hits filed as activators. Yeast expressing alpha-synuclein, growth rescue, BacTiter-Glo, 24 h; also: potency is read from the fitted curve at half-maximal effect; % of control where 0% means no effect; nearly all actives have a fitted effect of over 65% in size
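Galactose-induced alpha-syn yeast (OD600=0.02, raffinose-pregrown) + pinned cpd, 24 hr, 30 deg C; growth by BacTiter-Glo luminescence. Growth restoration scores as activation.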
TDP43 rescue – rescues yeast growth from TDP-43 toxicity; TDP-43 expressing yeast growth rescue, BacTiter-Glo, 24 h; Potency, µM (top dose mostly 46.1 µM), inactives show at the highest dose growth rescue (activation), hits mostly activators; actives 1.8% (n = 410,000); AID 652104; also: potency is read from the fitted curve at half-maximal effect; % of control where 0% means no effect; nearly all actives have a fitted effect of over 50% in size
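Growth rescue of TDP-43-toxic yeast measured as ATP luminescence (BacTiter-Glo). Cells grown to mid-log in raffinose, induced in galactose at OD600=0.02, exposed to compound 24 hr at 30 deg C.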
PTHR1 ag – agonists of human PTHR1 parathyroid hormone receptor; AID 743266; actives 0.075% (n = 410,000); Q03431; HEK293 GP2 PTHR1 cells, GloSensor cAMP luminescence, 1 h; Potency, µM (doses to about 115 µM), for inactives: at the top dose activation, hits mostly activators; also: potency is read from the fitted curve at half-maximal effect; nearly all actives have a fitted effect of over 55% in size; some results filed as inactive show a strong effect at the top dose; inactives centre near -15; many of its hits are not listed in these tables
Target sequence (Q03431 whole entry, looked up): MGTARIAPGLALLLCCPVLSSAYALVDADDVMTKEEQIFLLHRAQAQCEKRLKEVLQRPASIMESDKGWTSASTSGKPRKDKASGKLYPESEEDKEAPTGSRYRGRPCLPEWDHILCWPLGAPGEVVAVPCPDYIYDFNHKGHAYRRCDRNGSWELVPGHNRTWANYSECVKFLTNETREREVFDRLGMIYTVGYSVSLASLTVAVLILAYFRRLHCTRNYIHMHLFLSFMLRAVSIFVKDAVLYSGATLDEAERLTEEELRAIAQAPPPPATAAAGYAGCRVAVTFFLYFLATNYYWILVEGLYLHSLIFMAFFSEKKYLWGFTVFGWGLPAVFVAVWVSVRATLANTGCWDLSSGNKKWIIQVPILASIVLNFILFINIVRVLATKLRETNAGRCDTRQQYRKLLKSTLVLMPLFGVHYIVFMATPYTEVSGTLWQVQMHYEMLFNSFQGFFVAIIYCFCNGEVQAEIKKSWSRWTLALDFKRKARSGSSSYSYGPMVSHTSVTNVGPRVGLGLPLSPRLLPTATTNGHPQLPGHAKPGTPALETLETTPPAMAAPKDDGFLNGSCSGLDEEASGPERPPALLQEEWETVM
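HEK-293-derived GP2 cells expressing PTHR1 and a GloSensor cAMP reporter, 3,000/well, plated overnight, given luciferin plus IBMX (each 0.5 mM as added) for 1 h at 37 °C, then compound for 1 h at 37 °C. Luminescence was read after 15 min at room temperature.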
FUS suppressor – suppressors of FUS proteinopathy in yeast; S. cerevisiae FUS-expressing, growth rescue, OD600, 24 h; Potency, µM (titrated, usually from 76.6 µM), for inactives: at the highest dose growth rescue (activation), actives largely listed as activators; actives 0.24% (n = 390,000); AID 1347120;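 also: potency is read from the fitted curve at half-maximal effect; plate controls were DMSO vehicle for no effect and reference control for full effect; nearly all actives have a fitted effect of over 55% in size; some results filed as inactive show a strong effect at the top dose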
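Read-out: OD at 600 nm after 24hr at 30C, reporting rescue of FUS-induced yeast toxicity. Cells at OD 0.005 in galactose (2%) minimal medium; compounds tested in a dilution series; CP55940 titration from 92uM final as control.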
GLP-1R inv ag – inverse agonists of human GLP-1 receptor; P43220; HEK293 GLP-1R CRE-luciferase, luminescence, 24 h; GLP-1R form is constitutively active; Potency, µM (series often up to 38.3 µM), inactives show at the highest dose activity change, negative = inhibition, hits mostly inhibitors; actives 1.6% (n = 410,000); AID 624417; also: potency is read from the fitted curve at half-maximal effect; % is scaled to controls: 0 for no effect and ±100 for the full control effect; nearly all actives have a fitted effect of over 55% in size
Target sequence (P43220 whole entry, looked up): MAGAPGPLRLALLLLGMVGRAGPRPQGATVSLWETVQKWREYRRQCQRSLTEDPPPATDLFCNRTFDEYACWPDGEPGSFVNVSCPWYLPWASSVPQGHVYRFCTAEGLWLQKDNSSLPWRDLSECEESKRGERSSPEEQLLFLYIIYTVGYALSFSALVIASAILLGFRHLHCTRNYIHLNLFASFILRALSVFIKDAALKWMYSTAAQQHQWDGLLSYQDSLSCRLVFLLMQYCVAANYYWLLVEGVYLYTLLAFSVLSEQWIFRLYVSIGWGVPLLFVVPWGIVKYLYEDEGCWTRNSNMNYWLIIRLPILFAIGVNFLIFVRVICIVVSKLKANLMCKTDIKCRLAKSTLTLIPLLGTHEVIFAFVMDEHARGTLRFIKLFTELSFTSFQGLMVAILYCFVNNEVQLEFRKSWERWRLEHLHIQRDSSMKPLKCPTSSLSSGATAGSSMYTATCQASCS
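GLP-1R inverse agonism mode: basal reporter luminescence in engineered HEK293 cells measured after one day of compound exposure at 37 deg C, with a 12 min room-temperature detection step.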
Abeta yeast res – compounds reversing amyloid beta toxicity in yeast | actives 0.063% (n = 410,000) | yeast expressing A-beta42, growth rescue, OD600, 48 h; response scale: 0% DMSO, 100% iron-clioquinol control | Potency, µM (doses to about 46.1 µM), for the others: top-dose growth rescue, actives largely listed as activators; also: potency is read from the fitted curve at half-maximal effect; nearly all actives have a fitted effect of over 55% in size
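Yeast A-beta toxicity model in growth medium with pinned compounds, 48 h at 30 C; growth read as absorbance at 600 nm. Normalized to FeCl3/clioquinol equimolar mix (positive) and DMSO (negative).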
Akt phos inh – inhibitors of Akt phosphorylation; actives 0.32% (n = 360,000); Neuro2A IGF-stimulated pAkt S473 HTRF, 20 min; hits give low values; AID 651550; activity change, % for hits at 50 µM; in the data active = activity change below about -80%; inconclusive = mostly about -51% to -80%; also: % is scaled to controls: 0 for no effect and ±100 for the full control effect
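Neuro2A cells (4,500/well, DMEM with 0.5% FBS) were treated with compound at a single 50 µM final concentration, stimulated with 6 nM IGF for 20 min at 37 °C, and lysed. Phospho-Akt Ser473 was read by HTRF as 665/615 ratio ×10^4.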
* hit, by the source's call; i = inactive; ? = inconclusive; . = not tested or not shown; & = joins results of further samples; [ ] = dose if it differs, or a comment. Unless noted, calls follow the shape of the dose curve; as a rule, active = well fitted curve in the direction sought with a large enough effect; inconclusive = small, poorly fitted or top-dose-only effect, or another doubt; inactive = no such curve, though single readings can be large; an effect the other way counts as inactive or inconclusive.

Molecule	Mm-Cpn inhibitor	HEK293 tox	aSyn yeast inh	TDP43 rescue	PTHR1 ag	FUS suppressor	GLP-1R inv ag	Abeta yeast res	Akt phos inh
Cc1cc([N+](=O)[O-])ccc1NC(=O)Cc1ccc(F)cc1	1.8%	-24.7%	3.7%	20.7%	i	.	7.9%	16.4%	i
Clc1ccc(-c2cc3ccccc3nc2N2CCOCC2)cc1	-0.4%	3.5%	9.8%	17.8µM*	-36.9%[inhibitor]	8.3%	10µM*	-57.1%[inhibitor]	i
C=CCn1c(O)c(N=NC(=S)Nc2ccccc2C)c2cc(S(=O)(=O)N3CCOCC3)ccc21	2.8%	?	0.1%	-1.7%	i	-6.3%	?	-4.8%	i
CC(=O)Oc1cc(OC(C)=O)c2c(C)cc(=O)oc2c1	-9.9%	113.8%[activator]	17.0%	11.8%	i	-10.5%	13.2%	4.7%	i
Cc1ccc(F)cc1NC(=O)Nc1cc(C(C)(C)C)nn1C	-3.5%	-4.4%	2.0%	2.1%	i	-1.3%	?	9.9%	i
O=C(NCc1ccccn1)Nc1ccc(Cl)cc1Cl	-4.1%	3.1%	3.6%	22.1%	-33.6%[inhibitor]	-10.1%	4.2%	1.3%	i
CC(=O)COc1cc(C)cc2oc(=O)c(C)c(C)c12	0.6%	0.8%	-1.2%	-13.4%	-40.2%[inhibitor][57.5 µM]	7.4%	17.2%	3.0%	i
COc1ccc2c(c1)CCc1c(C(=O)N(C)c3ccccc3)noc1-2	1.1%	3.6%	-0.5%	19.4%	-39.0%[inhibitor]	21.1%	?	-22.7%	i
CC1CCN(S(=O)(=O)c2cccc(C(=O)N(C)C3(C)CCS(=O)(=O)C3)c2)CC1 (configuration not stated)	3.5%	-10.5%&8.0%	-8.3%	5.6%&16.6%	-10.4%	17.6%&16.6%	7.0%&-9.2%	-12.3%	i
COc1cc(C2c3[nH]c4ccccc4c3C[C@H]3C(=O)N(CCO)CC(=O)N23)cc(OC)c1OC (some centres not stated)	-0.5%	10.2%	-0.7%	3.6%	i	12.9%	-16.8%	-0.8%	i
COc1ccc2c(=O)c3c(=O)n(-c4ccccc4)c(-c4ccc(C)cc4)nc3oc2c1	0.0%	1.6%	3.2%	18.2%	i	-22.8%	40.4%[activator]	-4.6%	i
CC(=O)N1c2ccc(S(=O)(=O)N3CCC(C(=O)N4CCN(c5ccc(Cl)cc5)CC4)CC3)cc2CC1C (configuration not stated)	2.9%	-0.6%	-2.4%	5.2%	-19.8%	?	?	8.5%	i
CCc1nnc(NC(=O)CSc2nncc(=O)n2N)s1	0.6%	5.5%	0.2%	12.0%	?	12.2%	2.8%	1.3%	i
CCNC(=O)/C(=C/c1ccco1)NC(=O)/C=C/c1ccccc1	1.8%	5.9%	3.4%	3.9%	-48.2%	6.5%	-23.8%	-7.1%	i
NS(=O)(=O)c1ccc(CNC(=O)/C=C/c2ccccc2[N+](=O)[O-])cc1	-1.4%	7.5%	0.1%	1.4%	-8.1%	-7.1%	-0.9%	7.3%	i
COc1cccc(C2=NOC(C(=O)N3CCOCC3)C2)c1 (configuration not stated)	1.2%	1.8%	4.4%	-12.3%	-40.9%[inhibitor][57.5 µM]	11.5%	-2.7%	3.0%	.
O=C(CCC(=O)Nc1ccc(F)cc1)N/N=C/c1cccc(Br)c1	0.7%	-18.3%	7.0%	-9.1%	-10.5%	21.6%	?	26.3%	i
NC1=C(O)C(=O)C(c2ccccc2)O1 (configuration not stated)	-2.0%	-3.0%	0.6%	7.3%	i	-13.6%	-0.9%	?	i
Cc1nn(C)c2c1c(C(F)(F)F)cc(=O)n2C(C)C(=O)NCCc1ccc(Cl)cc1 (configuration not stated)	.	14.7%	.	7.1%	-34.6%	4.5%	6.1%	-0.4%	.
CCOc1ccccc1NC(=O)c1ccc(S(=O)(=O)N(C)c2ccccc2)cc1	-2.0%	-16.1%	4.6%[1.84 µM]	-3.7%	-0.5%	28.0%	?	-6.9%	i
CNCc1cc(Br)c(OCC(=O)Nc2ccccc2OC)c(OC)c1	-4.8%	7.6%	0.2%	-10.1%[9.22 µM]	-1.4%	10.7%	?	18.1%	i
CSc1nnnn1-c1ccc(C(=O)OCC(=O)N2CCOCC2)cc1	1.7%	0.2%	-3.3%	0.0%	i	-1.8%	2.1%	5.0%	i
Cc1cc2[nH]c(=O)c3ccccc3n2n1	-0.3%	9.2%	2.0%	20.4%	i	7.6%	55.3%[activator]	17.6%	i
Cc1ccc(S(=O)(=O)CCC(=O)Nc2nnc(-c3ccco3)o2)cc1	0.2%	3.1%	7.7%	13.2%	i	14.8%	10.6%	1.7%	i
N=C(c1ccc([N+](=O)[O-])cc1)N1CCCCC1	1.9%	4.6%	-4.4%	-6.2%	?	-24.4%	5.0%	-7.7%	i
CC(OC(=O)c1ccc2c(=O)n3c(nc2c1)CCCCC3)C(=O)Nc1ncc(Cl)cc1Cl (configuration not stated)	0.9%	-5.5%	-3.0%	-14.1%	-9.0%	24.9%	-2.7%	-4.5%	i
COCCSc1ccccc1C(=O)N1CCN(c2ccccc2)CC1	2.2%	3.3%	4.1%	9.6%	i	24.2%	1.3%	9.1%	i
Cc1cccc(C(=O)N[C@H](C(=O)Nc2nc3ccccc3[nH]2)C(C)C)c1	-3.6%	?	-9.4%	0.6%	i	-21.2%	?	-0.1%	i
COc1ccc(CCC(=O)Nc2ccc(C)c(S(=O)(=O)N(C)C)c2)cc1OC	-0.4%	7.8%	-2.5%	-3.2%	-92.4%[inhibitor]	-4.9%	4.2%	0.1%	i
Brc1ccc(-c2csc(N3CCCCCC3)n2)cc1	-16.4%	0.6%	-2.1%	19.9%	-22.8%	-11.2%	0.6%	2.8%	i
CC1(C)CC(N(Cc2cccs2)C(=O)c2ccco2)CCO1 (configuration not stated)	3.1%	6.4%	2.5%	9.9%	i	-20.0%	11.6%	4.7%	i
Nc1nnc(SCc2ccccc2)n1-c1ccccc1	-0.6%	1.8%	21.7%	9.5%	-19.4%[57.5 µM]	34.2%	0.0%	6.2%	i
Cc1ccc(OCc2cc(C(=O)N(C)CCc3ccccn3)no2)cn1	1.4%	-6.0%	6.4%	2.6%	-88.2%[inhibitor]	-10.3%	1.1%	-16.3%	i
CCOc1cc(OCC)cc(C(=O)N2CCC[C@H]2C(=O)N2CCC[C@H]2C(=O)N(C)Cc2ccccc2)c1	.	-8.7%	-11.7%	14.9%	-38.2%[inhibitor]	18.2%	14.8%	-10.2%	i
Cc1cccc(NC(=O)C2=C(O)c3ccccc3N(C)S2(=O)=O)c1	-1.2%	-2.6%	-14.1%	16.5%	i	16.0%	0.0%	8.4%	i
CC[C@@H]1C(c2ccc(F)cc2)=NN(c2ccccc2)[C@H]1C(=O)N1CCOC1=O	0.0%	8.9%	-0.1%	8.4%	i	-15.9%	?	0.9%	i
O=C(Nc1ccc2c(c1)OCCO2)c1ccc2nccnc2c1	-0.6%	?	-36.9%[inhibitor]	?	-23.0%	-2.3%	?	21.4%	i
COc1ccc2c(c1)CN(C)S(=O)(=O)c1ccccc1-2	-1.8%	-4.7%	-0.4%	16.2%	i	-18.4%	5.4%	5.9%	i
CCOC(=O)c1c(C)sc(Sc2ccc(Cl)cc2[N+](=O)[O-])c1OC	1.6%	7.4%	-14.1%	1.2%	-15.3%	-5.1%	?	0.0%	i
Cc1ccn2cc(CCNS(=O)(=O)c3ccc(F)c(C(F)(F)F)c3)nc2c1	-6.7%	-3.4%	3.2%	11.1%	-22.9%	-11.0%	-29.6%	-0.8%	i
COC(=O)C(NC(=O)c1ccc(Cl)cc1)(Nc1nc(C)cs1)C(F)(F)F (configuration not stated)	0.1%	?	1.1%	0.0%	-3.0%[57.5 µM]	12.5%	-6.8%	20.1%	i
CCOc1cccc(NC(=O)c2ccc(S(=O)(=O)N(C)C)cc2)c1	-2.0%	-10.1%	0.9%	27.0%	-91.1%[inhibitor]	22.8%	1.4%	1.0%	i
Cc1cc(Cn2nc(-c3ccccc3)cc2C(=O)NCc2cccc(Br)c2)on1	-2.5%	-11.0%	-13.7%	-30.2%[inhibitor]	-12.6%	-5.6%	?	-20.6%	i
Cc1ccc(C(=O)Nc2cccc3ncccc23)cc1[N+](=O)[O-]	0.3%	-7.4%	0.9%	2.8%	-27.0%	-27.7%	22.2%	2.6%	i
Cc1oc(S(=O)(=O)N2CCOCC2)cc1C(=O)Nc1ccc(Cl)cc1	0.0%	0.0%	-7.7%	-9.4%	-20.0%	-11.5%	-10.7%	2.1%	i
O=C(Nc1nnc(SCc2ccc(F)cc2)s1)c1cnccn1	0.1%	-1.3%	2.0%	-18.2%	i	11.3%	12.7%	-10.7%	i
Cc1ccc(C)c(NC(=O)COC(=O)CCC(=O)c2cccs2)c1	-0.1%	-11.5%	2.0%	11.6%	i	-1.6%	15.3%	-10.1%	i
CCCn1cc(SCC(=O)NCc2ccco2)c2ccccc21	-1.6%	5.0%	-0.7%	-32.4%	i	17.5%	1.0%	-18.7%	.

A portion of the library; count on the stated rates, not on these rows.
